Keap1-Nrf2 PPI: inhibitors of human Keap1-Nrf2 protein-protein interaction. Keap1 Kelch-Nrf2 peptide fluorescence polarization, 1536-well. 340,000 compounds, 0.15% hits. Q14145. inhibition, % at 9.4 µM; in the data active means inhibition above about 12%;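 further: human Keap1 Kelch domain with fluorescein labeled Nrf2 9mer peptide probe; 0% = neutral control wells and 100% = peptide positive control; higher means more block of Keap1 binding to Nrf2 peptide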
Wnt act: activators of Wnt/beta-catenin signaling; Wnt/beta-catenin reporter cell assay, activator, plate reader; activation, % at 9.35 µM; 300,000 compounds, 1.2% hits; AID 743398; in the data active means activation above about 30%, passing the limit was not always enough;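 further: 0% = neutral control wells and 100% = positive control wells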
MOR-DOR ag: OPRM1-OPRD1 heterodimerization agonism | activation, % at 9.3 µM | 340,000 compounds, 0.3% hits | cells, luminescence | P35372+P41143; in the data active means activation above about 18%;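 further: 0% = vehicle-treated cells and 100% = reference agonist; values of inactives mirror those of a sister screen read the other way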
Target sequence (P35372 whole entry, looked up): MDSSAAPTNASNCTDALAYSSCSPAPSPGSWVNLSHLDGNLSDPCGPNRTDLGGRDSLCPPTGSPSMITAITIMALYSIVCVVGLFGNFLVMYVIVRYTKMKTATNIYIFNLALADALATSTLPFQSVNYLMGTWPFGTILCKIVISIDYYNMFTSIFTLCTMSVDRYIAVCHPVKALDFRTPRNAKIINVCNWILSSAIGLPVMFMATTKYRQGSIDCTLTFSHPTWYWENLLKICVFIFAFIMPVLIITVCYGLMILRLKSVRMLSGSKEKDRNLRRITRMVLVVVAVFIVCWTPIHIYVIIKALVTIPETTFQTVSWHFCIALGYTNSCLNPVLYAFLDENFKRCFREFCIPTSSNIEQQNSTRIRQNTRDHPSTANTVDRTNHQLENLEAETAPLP
Target sequence (P41143 whole entry, looked up): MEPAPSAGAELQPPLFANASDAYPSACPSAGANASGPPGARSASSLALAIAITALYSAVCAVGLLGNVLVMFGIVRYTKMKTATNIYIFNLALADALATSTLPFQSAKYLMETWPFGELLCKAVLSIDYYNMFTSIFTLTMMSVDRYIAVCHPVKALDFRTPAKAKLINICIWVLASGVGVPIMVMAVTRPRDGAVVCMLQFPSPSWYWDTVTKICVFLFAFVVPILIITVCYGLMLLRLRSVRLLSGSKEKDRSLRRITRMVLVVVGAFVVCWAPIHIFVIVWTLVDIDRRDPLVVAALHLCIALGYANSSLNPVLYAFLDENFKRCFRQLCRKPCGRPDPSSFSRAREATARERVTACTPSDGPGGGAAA
cardiac RTF act: increases calcium sensitivity of human cardiac regulated thin filaments. activation, % at 7.2 µM. IANBD-labeled TnC RTF fluorescence at EC20 calcium; 0% EC20 calcium, 100% full calcium. P19429+P45379. 340,000 compounds, 0.24% hits. AID 493008;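 active means activation above the mean over all tested compounds plus 3 SD, cut at about 30% in these data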;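 further: rise in fluorescence read as greater calcium sensitivity of cardiac thin filaments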
MOR-DOR inv ag: inverse agonist of human OPRM1-OPRD1 heterodimerization. cell-based MOR-DOR heterodimer luminescence, inverse agonism. inhibition, % at 9.3 µM. 340,000 compounds, 0.21% hits; in the data active means inhibition above about 22%, passing the limit was not always enough;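 further: 0% = cells with DMSO and 100% = wells without cells with DMSO; values of inactives mirror those of a sister screen read the other way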
LANA DNA inh: KSHV C-LANA DNA binding inhibition; MBP-C-LANA/FAM-LBS DNA binding, fluorescence polarization; 340,000 compounds, 0.078% hits; inhibition, % at 9 µM; AID 504423;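 active means highest replicate inhibition at or above 60% at 9 µM, even if other replicates fall short; inactive means all replicates below 60% inhibition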;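 further: 0% = neutral control wells and 100% = 4 µM acridine orange control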
Arr AP2 block: inhibitors of human beta-arrestin and AP2 interaction; inhibition, % at 10 µM; 340,000 compounds, 0.31% hits; AID 504490; FITC-arrestin peptide / GST-AP2 beads, flow cytometry; AP2 beta2 appendage carries R879A mutation;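 active means inhibition above a set limit, near 3 SD of compounds lacking own fluorescence, cut at about 54% in these data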;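 further: plate controls were DMSO wells for no effect and 5 µM unlabelled arrestin peptide for full effect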
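System: GST-AP2 R879A glutathione beads. Medium: PBS with 0.05% Tween 20 and 0.1% BSA. Also added: FITC-arrestin peptide, 50 nM. Incubation: 12 min plus 1 h, RT. Measured by: high-throughput flow cytometry of beads, ex 488, em 535 nm. Evaluation: percent drop in bead-associated FITC signal.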
Pemphigus Ab inh: human desmoglein-3 autoantibody binding inhibition. AID 588358. binding (percent of control), % at 10 µM. 310,000 compounds, 0.48% hits. DSG3-coupled beads, scFv-anti-DSG3-GFP binding, flow cytometry; stronger effect = lower value;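 active means binding more than 3 SD below its plate's average and above zero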;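 further: hits lower antibody fragment binding to DSG3; some compounds called inactive have numbers as strong as hits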
V-ATPase pH: regulators of yeast V-ATPase proton transport; response, % at 10 µM; 350,000 compounds, 0.37% hits; S. cerevisiae, pHLuorin cytosolic pH fluorescence; in the data active means response mostly above about 7.3%, no sharp cut-off; inactive means mostly below about 5.4%; further: actives read high; inactives centre near 0; some compounds called inactive have numbers as strong as hits; reference of the scale not given here
Cardiac RTF inh: cardiac RTF calcium desensitization. IANBD-labeled cardiac RTF, Ca2+ fluorescence. inhibition, % at 7.15 µM. 340,000 compounds, 0.12% hits;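 active means inhibition above the mean inhibition of all tested compounds plus 3 SD, cut at about 17% in these data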;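 further: assay run at fixed EC70 calcium of 1.6 mM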
Numbers without * were called inactive; x = not tested or not shown.

Values run as follows: Keap1-Nrf2 PPI | Wnt act | MOR-DOR ag | cardiac RTF act | MOR-DOR inv ag | LANA DNA inh | Arr AP2 block | Pemphigus Ab inh | V-ATPase pH | Cardiac RTF inh
> CCOc1ccc(-c2noc(CCC(=O)NC3CCCCC3)n2)cc1OC
→ 2 | -1 | 0.4 | -5 | -3 | 1.0 | -3 | 100 | -1 | -7
> Nc1ccc(-c2cc3ccccc3oc2=O)cc1
→ 0 | 0 | -2.7 | 0 | 14 | 2.9 | 26 | 107 | -1 | -4
> COc1ccccc1C(=O)N/C(=C/c1ccc2c(c1)OCO2)C(=O)Nc1cccc(C(=O)O)c1
→ 2 | 3 | -1.7 | 3 | 11 | -1.2 | 26 | x | 1 | 11
> COCCCNC(=O)CSc1nc2c(sc3ccccc32)c(=O)n1CCCC(=O)NCC1CCCO1 (stereo not drawn)
→ -6 | -1 | -0.8 | -3 | 4 | 0.5 | 6 | 93 | -1 | -8
> COc1ccccc1NS(=O)(=O)c1cc(NC(=O)c2ccncc2)ccc1N1CCCC1
→ -2 | -1 | -0.2 | 2 | 1 | 2.0 | 31 | 94 | 1 | 1
> CCOC(=O)c1oc2cc(O)cc(O)c2c(=O)c1OCc1ccccc1
→ 1 | -2 | 2.7 | -2 | -15 | 1.2 | -3 | 104 | -2 | 2
> c1ccc(-c2nnc(CN3CCCc4ccccc43)o2)cc1
→ -8 | -3 | -2.9 | 5 | 12 | 2.6 | -1 | x | 0 | -13
> COc1ccc(CC(=O)NCc2n[nH]c(=S)n2-c2ccccc2)cc1
→ 2 | 1 | 0.2 | -1 | -1 | 0.2 | 12 | 101 | 2 | -9
> N#CCC(=O)Nc1ccc(C(=O)Nc2ccc3c(c2)OCO3)cc1
→ -1 | 16 | -1.4 | 4 | 6 | -0.6 | -4 | 104 | 1 | -6
> CCN(c1ccccc1)c1nc2nonc2nc1NCCO
→ -2 | 0 | -0.6 | 1 | 3 | -2.4 | 13 | 111 | 1 | -8

Arranged by SMILES length (smallest number first): some entries from above
Values run as follows: Keap1-Nrf2 PPI | Wnt act | MOR-DOR ag | cardiac RTF act | MOR-DOR inv ag | LANA DNA inh | Arr AP2 block | Pemphigus Ab inh | V-ATPase pH | Cardiac RTF inh
> Nc1ccc(-c2cc3ccccc3oc2=O)cc1
→ 0 | 0 | -2.7 | 0 | 14 | 2.9 | 26 | 107 | -1 | -4
> c1ccc(-c2nnc(CN3CCCc4ccccc43)o2)cc1
→ -8 | -3 | -2.9 | 5 | 12 | 2.6 | -1 | x | 0 | -13
> COc1ccccc1C(=O)N/C(=C/c1ccc2c(c1)OCO2)C(=O)Nc1cccc(C(=O)O)c1
→ 2 | 3 | -1.7 | 3 | 11 | -1.2 | 26 | x | 1 | 11

Following part:
Values run as follows: Keap1-Nrf2 PPI | Wnt act | MOR-DOR ag | cardiac RTF act | MOR-DOR inv ag | LANA DNA inh | Arr AP2 block | Pemphigus Ab inh | V-ATPase pH | Cardiac RTF inh
> COc1ccc2c(CN(C)c3ccccc3)cc(=O)oc2c1
→ 4 | -2 | 1.2 | -19 | -7 | 2.2 | -4 | 119 | -1 | -8
> Cc1onc(-c2ccccc2)c1C(=O)Nc1ccon1
→ -2 | -5 | -1.2 | -2 | 7 | 2.9 | 3 | 101 | 6 | 2
> CCC(C)(C)NC(=O)C(c1ccc(F)cc1)N(Cc1cccc(OC)c1)C(=O)c1cnccn1 (stereo not drawn)
→ -2 | -7 | -0.6 | 3 | 3 | 0.4 | -4 | 101 | 3 | -3
> CCCCc1ccc(NC(=O)C(C)CC)cc1 (stereo not drawn)
→ -1 | 4 | 4.6 | -2 | -25 | 1.8 | 36 | 98 | 3 | -15
> Cc1c(Br)c(C(F)(F)F)nn1CC(=O)NCc1ccco1
→ -3 | -4 | -3.9 | -4 | 20 | -0.4 | -11 | 102 | 4 | 2
> O=C(CSc1ccccc1)N1CCN(c2ccccc2)CC1
→ 0 | x | -1.8 | 2 | 11 | 1.1 | 0 | 113 | -2 | 7
> O=C(CNCCO)N1N=C(c2cccs2)CC1c1cccs1 (stereo not drawn)
→ -4 | -1 | 0.2 | -1 | -1 | -0.2 | 14 | 97 | -2 | -2
> O=C1N(c2cccc(Cl)c2)C(c2ccc(Cl)cc2)N2CCCN12 (stereo not drawn)
→ 2 | x | 1.1 | 9 | -6 | 0.8 | 1 | 104 | -1 | -16
> O=C(NCCN1C(=O)S/C(=C\c2cccs2)C1=O)c1ccco1
→ -6 | 0 | -1.2 | 3 | 6 | 0.4 | 2 | 118 | 2 | -4
> Cc1csc(NC(=O)CSc2nnc(Cn3c(=O)sc4ccccc43)n2-c2ccccc2)n1
→ -1 | -4 | -2.3 | 5 | 12 | 0.5 | 6 | 99 | 5 | -3
> O=C(NC1=NCCS1)c1ccc(C(F)(F)F)cc1
→ -2 | 7 | -2.0 | -6 | 10 | 1.5 | -2 | 100 | 3 | -2
> OC[C@H]1O[C@H](OC[C@H]2OC(O)[C@H](O)[C@@H](O)[C@@H]2O)[C@H](O)[C@@H](O)[C@@H]1O (stereo partly drawn)
→ 6 | -5 | 0.1 | 9 | 0 | 1.1 | -3 | 97 | -3 | -1
> Cc1ccc2[nH]c(=O)c(CN(CC3CCCO3)C(=S)NCc3ccco3)cc2c1 (stereo not drawn)
→ -8 | 4 | 0.2 | -3 | -2 | 0.7 | x | 95 | 0 | 4
> COc1cc(SC)ccc1C(=O)N1CCCc2ccccc21
→ -8 | -1 | 0.7 | -5 | -3 | 0.7 | -1 | 106 | -4 | 1
> COc1ccc(-n2cnnc2SCC(=O)NC2CCS(=O)(=O)C2)cc1 (stereo not drawn)
→ -1 | x | -1.3 | -4 | 7 | 0.4 | 18 | 88 | -6 | -24
> COc1ccc(NC(=O)Cn2c(=O)sc3ccccc32)cc1
→ 2 | x | 1.9 | -8 | -10 | 1.2 | 5 | 100 | -2 | 12
> Cc1nnc(SCC(=O)Nc2sccc2C(N)=O)s1
→ 1 | 1 | -2.0 | -5 | 8 | 0.4 | 15 | x | -2 | 5
> Cn1nc(C(F)(F)F)c2cc(C(=O)N3CCOCC3)sc21
→ -3 | 0 | -2.4 | 1 | 12 | 1.1 | 21 | 97 | 1 | 0
> O=C(NC(=O)c1cccc(OC(F)(F)C(F)F)c1)OC1CCS(=O)(=O)C1 (stereo not drawn)
→ 6 | -4 | -0.8 | 0 | 4 | 0.9 | -9 | 101 | 2 | -3
> C[C@@H]1O[C@@H](O[C@@H]2[C@@H](O)[C@H](OCCc3ccc(O)c(O)c3)O[C@H](CO)[C@H]2OC(=O)/C=C/c2ccc(O)c(O)c2)[C@H](O)[C@H](O)[C@H]1O
→ -7 | -2 | -0.1 | 3 | 1 | 4.5 | 22 | 95 | -1 | -11
> Cc1ccc(Nc2nc(-c3ccccc3)c(CC(=O)O)s2)cc1
→ -6 | 10 | 0.6 | 9 | -3 | 1.9 | 13 | 102 | -1 | -23
> CC(Nc1nc(N2CCCC2)nc2ccccc12)c1ccccc1 (stereo not drawn)
→ 0 | x | -0.2 | -1 | 1 | 0.8 | 1 | 114 | -1 | -17
> CCN(CC)C(=O)CSc1ncnc2c(-c3cccs3)nsc12
→ 1 | 10 | 0.9 | -5 | -6 | 0.5 | 16 | 80 | -2 | -20
> COC(=O)c1[nH]c2ccccc2c1NC(=O)CN1CCC(C(N)=O)(N2CCCCC2)CC1
→ 1 | -2 | -0.7 | -2 | 3 | 2.3 | 35 | x | 6 | -6
> CCn1c(=O)c(C(=O)NNC(=O)Cc2ccccc2)c(O)c2ccccc21
→ 4 | -1 | -1.1 | -6 | 8 | 1.0 | -8 | x | -3 | 3
> O=C(c1cnccn1)N1CCN(c2ccccc2F)CC1
→ 0 | 3 | -1.8 | -5 | 10 | -0.8 | 13 | 102 | 0 | 2
> CC(C)(C)c1ccc(OCCn2nc(C(=O)O)c3ccccc3c2=O)cc1
→ 2 | -3 | 2.4 | -4 | -20 | 0.3 | -6 | 101 | -3 | -9
> COc1ccc2oc(C(=O)NCC(c3ccco3)N(C)C)c(C)c2c1 (stereo not drawn)
→ -1 | 14 | -0.5 | 0 | 3 | -0.1 | 28 | 108 | -6 | -14
> CC1CCCCC1NC(=O)COC(=O)COc1ccccc1F (stereo not drawn)
→ -4 | 0 | -2.5 | -2 | 13 | 6.8 | 7 | 133 | 6 | 4
> Cc1c(C(=O)N(C)Cc2ccc(OC(F)F)cc2)oc2ccccc12
→ 5 | -2 | 2.8 | -3 | -18 | -0.7 | 25 | x | -5 | 10
> Nc1nonc1-n1nnc(C(=O)N/N=C\c2cccc(Cl)c2)c1CN1CCOCC1
→ -3 | 0 | -1.4 | -3 | 7 | 1.4 | 0 | 113 | 4 | -12
> Nc1ccc(S(=O)(=O)NC2(C(F)(F)F)NC(=O)N(c3ccccc3F)C2=O)cc1 (stereo not drawn)
→ -3 | -1 | -0.8 | -2 | 6 | 0.6 | 17 | 121 | -1 | 3
> COc1ccc(-c2nc3ccccn3c2CN2CCN(c3ccccc3F)CC2)cc1
→ 0 | 1 | 6.8 | 5 | -37 | 0.5 | -1 | 108 | -3 | -4
> CCCCOc1c(Br)cc(/C=C2\N=C(C)OC2=O)cc1OCC
→ 1 | -1 | -0.1 | 5 | 1 | -0.7 | -13 | 87 | -1 | -10
> CCOC(CNC(=O)CN1C(=O)COc2ccc(S(=O)(=O)N3CCOCC3)cc21)OCC
→ -8 | 0 | -3.0 | 2 | 15 | -0.2 | -6 | 100 | 2 | -7
> CCOc1ccc(CSC(=N)N)cc1
→ -9 | x | -0.5 | 1 | 2 | -0.8 | 2 | 102 | -3 | -6
> CC(=O)c1cccc(NC(=O)C2CCCN(S(=O)(=O)c3cccc4nonc34)C2)c1 (stereo not drawn)
→ -5 | 0 | 4.2 | -4 | -30 | 4.3 | -9 | x | 0 | -3
> CC1(C)N=C(c2ccc(Cl)cc2Cl)C(=O)N1
→ 5 | x | -0.8 | -2 | 4 | 0.1 | -6 | 101 | -2 | -11
> O=C(NCCC1=CCCCC1)C1CCN(S(=O)(=O)c2cccc(C(F)(F)F)c2)CC1
→ 3 | -1 | 2.4 | 0 | -10 | 1.4 | -8 | 106 | 9 | -6
> CCCCn1c(N)c(N(CC(C)C)C(=O)c2cc(-c3ccc(F)cc3)nc3ccccc23)c(=O)[nH]c1=O
→ 0 | -3 | -3.4 | -5 | 18 | -0.5 | -13 | 100 | -1 | -7
> CC(C)CCN1CCN=C1N(C)C
→ -6 | 0 | 1.0 | 10 | -6 | 2.0 | 0 | 106 | -1 | -2
> Cc1nn(-c2ccccc2)c2c1C(=O)N(c1ccccc1)C(=O)C(C)(C)C2
→ -2 | x | -1.9 | 2 | 11 | 0.0 | 5 | 104 | -3 | -3
> COC(=O)C1(S(=O)(=O)c2ccc(C)cc2)CCOCC1
→ -2 | x | -1.2 | -3 | 7 | -1.1 | 5 | 96 | 1 | -1
> CC(=O)/C(=C(/O)c1ccccc1)c1nc2ccccc2[nH]1
→ -1 | 6 | -2.3 | 0 | 10 | 0.5 | 0 | x | -2 | 0
> COc1ccc(C(C(=O)NC(C)(C)C)N(Cc2ccco2)C(=O)CCC(=O)Nc2cc(C)on2)cc1 (stereo not drawn)
→ -1 | -6 | -1.0 | 9 | 6 | -0.7 | -5 | 108 | 0 | 0
> O=C(Cc1cccs1)Nc1ccc(F)cc1F
→ 0 | -1 | 0.4 | 0 | -2 | -1.7 | 0 | 94 | -1 | -2

Screening results deposited in PubChem BioAssay by several laboratories.
